# Compound activity: PubChem BioAssay, several laboratories
# LEDGF integ inh – blocks HIV-1 LEDGF/p75-dependent DNA integration; AID 743269; inhibition, % at 3.7 µM; 370,000 compounds, 0.64% hits; TR-FRET IN-LEDGF/p75 DNA integration, Eu/Cy5;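 active = inhibition above the screen-wide mean plus 3 SD, cut at about 13% in these data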;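 note: signal is the Cy5 over europium emission ratio at 671 and 618 nm; 0% = plate median of compound wells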
# PRMT1 FP inh – inhibitors of human PRMT1; 370,000 compounds, 1.3% hits; AID 652257; recombinant PRMT1, activity-based probe fluorescence polarization; Q99873; inhibition, % at 2.79 µM;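 active = inhibition above about 21% made by adding two undisclosed values, limit read from the data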
# Target sequence (Q99873 whole entry, looked up): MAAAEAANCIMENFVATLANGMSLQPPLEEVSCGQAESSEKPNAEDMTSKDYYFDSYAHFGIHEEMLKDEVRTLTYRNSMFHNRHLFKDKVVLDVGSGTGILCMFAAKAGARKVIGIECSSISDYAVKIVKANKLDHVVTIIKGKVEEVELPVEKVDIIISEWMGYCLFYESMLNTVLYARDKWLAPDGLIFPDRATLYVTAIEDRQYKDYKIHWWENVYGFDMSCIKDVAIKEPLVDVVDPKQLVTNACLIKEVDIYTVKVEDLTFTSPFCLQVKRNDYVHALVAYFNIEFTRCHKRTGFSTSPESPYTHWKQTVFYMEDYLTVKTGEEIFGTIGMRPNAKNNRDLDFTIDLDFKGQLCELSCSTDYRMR
# MBD2 inh – blocks human MBD2 binding to methylated DNA | 370,000 compounds, 0.31% hits | inhibition, % at 4.4 µM | TR-FRET, MBD2 binding to methylated oligonucleotide; in the data active = inhibition above about 13%
# ABHD4 inh – ABHD4 (mouse) inhibition, primary FP screen; Q8VD66; purified mABHD4, FP-Rh probe fluorescence polarization; 370,000 compounds, 0.54% hits; inhibition, % at 8.92 µM;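 active = inhibition exceeding the mean over every tested compound plus 3 SD, cut at about 30% in these data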;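 note: 0% = plate median of compound wells and 100% = S159A mutant with DMSO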
# Target sequence (Q8VD66 whole entry, looked up): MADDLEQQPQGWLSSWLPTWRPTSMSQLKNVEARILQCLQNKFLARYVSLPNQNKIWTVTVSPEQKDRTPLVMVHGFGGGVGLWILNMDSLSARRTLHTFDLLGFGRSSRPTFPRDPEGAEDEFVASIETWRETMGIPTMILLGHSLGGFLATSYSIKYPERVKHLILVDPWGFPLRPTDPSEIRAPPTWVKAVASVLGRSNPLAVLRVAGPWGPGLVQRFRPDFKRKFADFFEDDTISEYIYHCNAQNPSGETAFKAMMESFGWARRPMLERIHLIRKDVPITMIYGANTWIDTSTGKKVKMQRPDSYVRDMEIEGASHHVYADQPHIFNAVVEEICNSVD
#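 system = mouse ABHD4 enzyme, wild type | medium = HEPES pH 7.0, NaCl, Pluronic buffer | also added = FP-Rh probe | incubation = Enzyme–compound pre-incubation 45 min, then probe 60 min, both 25 °C | technique = fluorescence polarization, excitation 525 nm, emission 598 nm, BODIPY TMR filters | controls = S159A mutant high control, sample median low control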
# NPR2 activator – GC-B (human) receptor activation; P20594; 370,000 compounds, 0.11% hits; activation, % at 10 µM; HEK293-GC-B cells, CNP EC30, cGMP TR-FRET; 0% at EC30 CNP, 100% saturating CNP;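 active = activation at 10 µM reaching about 35% in either raw or pattern-adjusted values, limit read from the data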
# SIAE primary – human SIAE inhibition, primary screen | Q9HAT2 | SIAE FP-Rh probe binding, fluorescence polarization | inhibition, % at 9.66 µM | 370,000 compounds, 0.69% hits;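 active = inhibition above a cutoff: mean of compounds within the control limits plus 3 SD of those, cut at about 17% in these data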;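 note: 0% = plate median of compound wells and 100% = probe without SIAE protein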
# rCAG binder – r(CAG) repeat RNA binding | inhibition, % at 3 µM | AID 651821 | TO-PRO-1 dye displacement fluorescence | 370,000 compounds, 1.3% hits;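 active = inhibition above the plate cutoff, the mean of all test compounds on that plate plus 3 SD, cut at about 35% in these data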;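 note: 0% = DMSO alone and 100% = 100 µM mitoxantrone as full dye displacement; higher means more dye released from RNA so lower well fluorescence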
# HTRA1 inh – HTRA1 (human) protease inhibition | inhibition, % at 5.96 µM | recombinant HTRA1, FP-rhodamine activity-based probe, fluorescence polarization | 340,000 compounds, 0.5% hits; in the data active = inhibition above about 36%;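 note: 0% = enzyme with DMSO and 100% = wells lacking enzyme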
# TDP2 inh – TDP2 (human) inhibition, absorbance primary screen. O95551. recombinant TDP2, T5PNP hydrolysis, p-nitrophenol absorbance 415 nm. inhibition, % at 12.8 µM. 370,000 compounds, 0.34% hits;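 active = inhibition above the mean of all tested compounds plus 3 SD, set per campaign, cut at about 25% in these data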;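 note: 0% = DMSO with enzyme and 100% = buffer with substrate but no TDP2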
# Target sequence (O95551 whole entry, looked up): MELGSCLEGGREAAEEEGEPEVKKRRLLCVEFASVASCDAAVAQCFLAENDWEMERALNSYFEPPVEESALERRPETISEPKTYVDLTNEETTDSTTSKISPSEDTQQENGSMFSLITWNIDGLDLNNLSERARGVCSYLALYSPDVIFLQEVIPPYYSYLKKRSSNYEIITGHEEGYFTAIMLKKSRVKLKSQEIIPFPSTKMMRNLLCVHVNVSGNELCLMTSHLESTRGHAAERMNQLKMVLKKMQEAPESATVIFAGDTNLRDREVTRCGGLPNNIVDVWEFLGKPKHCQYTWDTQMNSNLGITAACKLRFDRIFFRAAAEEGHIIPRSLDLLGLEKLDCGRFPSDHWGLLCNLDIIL
#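 Material: recombinant human TDP2; quantity: TDP2 enzyme at 120 nM final; medium: Tris-HCl pH 7.5 with MgCl2; compound: single concentration, 12.8 µM nominal, with 1% DMSO; incubation: 2 h enzyme incubation at 37 °C; signal: epi absorbance; measure: percent inhibition; benchmarks: high control without enzyme, low control DMSO plus TDP2; repeats: singlicate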
# TCR CD3 inh – human TCR-CD3 binding inhibition; TAMRA-labeled TCR probe fluorescence, biochemical; inhibition, % at 9.4 µM; 360,000 compounds, 0.37% hits; AID 651800; in the data active = inhibition above about 19%;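 note: recombinant mutant TCR 2C K166C tagged with TAMRA read by polarization; 0% = receptor in buffer alone and 100% = receptor with positive control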
# * hit, by the source's call; nt = no result given. This is a subset; rates above refer to the full screens.
No. | mol | LEDGF integ inh | PRMT1 FP inh | MBD2 inh | ABHD4 inh | NPR2 activator
1 | COc1ccc(C(C(=O)NCc2ccccc2)n2c(=O)c(-c3ccco3)nc3ccccc32)cc1 (stereo unspecified) | 2 | 13 | 1 | -8 | -2
2 | CC(CNC(=O)c1ccc2c(c1)OCO2)c1ccc([N+](=O)[O-])cc1 (stereo unspecified) | 0 | -2 | 2 | 3 | 5
3 | CC1(C)CC(C(CCN(Cc2ccccc2)C(=O)c2ccco2)c2ccc(F)cc2)CCO1 (stereo unspecified) | 0 | 3 | 8 | -18 | -15
4 | O=C(NC1CC1)C1CCN(C2CCN(C(=O)c3ccc4cccc(F)c4n3)CC2)CC1 | -3 | 2 | 5 | 2 | -3
5 | COC(=O)CSc1nnc(SCc2ccc(Cl)cc2)s1 | 3 | 0 | -7 | -10 | -1
6 | O=C(Nc1nnc(-c2cccc(F)c2)s1)Nc1ccccc1F | -2 | 2 | 4 | 3 | 1
7 | Cc1ccc(NC(=O)C2CCN(C(=O)NC3CCCCC3)CC2)cc1 | -3 | -1 | -2 | -12 | 2
8 | Cc1ccc(NC(=O)Nc2cccc([N+](=O)[O-])c2)cc1F | -2 | -2 | 4 | -31 | -2

No. | SIAE primary | rCAG binder | HTRA1 inh | TDP2 inh | TCR CD3 inh
1 | -10 | 21 | nt | 11 | -8
2 | -2 | -5 | -1 | -3 | 1
3 | 13 | 3 | -33 | -12 | -2
4 | 2 | -4 | 11 | 5 | 0
5 | -3 | -6 | -3 | 5 | -2
6 | -6 | 4 | -2 | 3 | -2
7 | 0 | 6 | 0 | -10 | -9
8 | -29 | 20 | -55 | -4 | 3

# (more compounds)
No. | mol | LEDGF integ inh | PRMT1 FP inh | MBD2 inh | ABHD4 inh | NPR2 activator
9 | CC[C@@H]1C/C=C\Cc2ccccc2[C@H](C(=O)C[C@@H](O)CC(C)=O)OC1=O | 3 | 2 | 2 | -8 | 4
10 | CCC(C)(C)n1nnnc1C(c1ccncc1)N1CCC(Cc2ccccc2)CC1 (stereo unspecified) | 3 | 0 | -2 | 1 | 0
11 | CCCc1nc(SCC(=O)Nc2nnc(SCC)s2)c2c(=O)n(C)c(=O)n(C)c2n1 | 1 | 1 | 2 | -4 | -3
12 | Cc1ccc(Nc2nc3ccccc3n3nnnc23)cc1 | 4 | 5 | 6 | 1 | -1
13 | Cc1cc(=O)[nH]c(SCC(=O)Nc2cc(S(=O)(=O)N3CCCC3)ccc2Cl)n1 | 0 | 2 | -3 | 2 | 5
14 | Cc1cc(=O)oc2cc(OCC(=O)N3CCN(c4ccc(F)cc4)CC3)ccc12 | 2 | 0 | 0 | 6 | -5
15 | C=CCn1c(SCC(=O)Nc2c(C)n(C)n(-c3ccccc3)c2=O)nc2sc(C)c(-c3ccccc3)c2c1=O | 3 | 0 | 2 | -1 | -5
16 | O=c1cc(CSc2nnc(-c3ccco3)o2)c2ccccc2[nH]1 | 1 | 7 | 2 | 7 | 2

No. | SIAE primary | rCAG binder | HTRA1 inh | TDP2 inh | TCR CD3 inh
9 | 0 | -2 | 4 | 0 | 1
10 | -5 | -7 | 0 | -12 | -2
11 | -8 | 2 | 2 | 1 | 4
12 | 3 | 3 | 2 | -13 | -4
13 | 3 | 8 | 11 | 13 | -1
14 | 4 | -1 | -5 | 3 | 5
15 | 3 | -2 | 4 | -5 | -2
16 | -4 | 11 | 5 | -2 | -3

# The listing continues.
No. | mol | LEDGF integ inh | PRMT1 FP inh | MBD2 inh | ABHD4 inh | NPR2 activator
17 | COc1ccc(N2C(=O)C3C4C=CC(C4)C3C2=O)nn1 (stereo unspecified) | 3 | 0 | -5 | 4 | -1
18 | CC(=O)c1cccc(NC(=O)c2ccc(S(=O)(=O)N3CC(C)OC(C)C3)cc2)c1 (stereo unspecified) | 4 | -5 | -8 | 1 | -2
19 | O=C(NCCc1ccc2c(c1)OCO2)Oc1ccccc1 | 0 | 0 | 1 | 8 | -3
20 | COCCC(=O)N1CCCC(CNS(=O)(=O)c2ccc(OC)cc2)C1 (stereo unspecified) | -4 | -2 | 0 | -5 | 0
21 | Cc1c(N2C(=O)CSC2=S)c(=O)n(-c2ccccc2)n1C | -2 | 4 | -2 | -5 | 3
22 | O=C(c1ccc(Cl)cc1)N1CCC(N2CCC(C(=O)N3CCOCC3)CC2)CC1 | 2 | -6 | -6 | -4 | 3
23 | CC(C)(C)OC(=O)N1CCC(NC(=O)c2[nH]cnc2C(=O)Nc2ccc(Br)cc2F)CC1 | -2 | 1 | 0 | 2 | -6
24 | Fc1ccc(COc2ccc(Br)cc2CNCC2CCCO2)cc1 (stereo unspecified) | -4 | 3 | -1 | 6 | -18

No. | SIAE primary | rCAG binder | HTRA1 inh | TDP2 inh | TCR CD3 inh
17 | -3 | -1 | -4 | -7 | -2
18 | 1 | -2 | 0 | -2 | -1
19 | 4 | 3 | nt | -7 | -13
20 | 5 | -2 | -3 | 10 | -4
21 | -2 | 2 | -3 | -5 | 2
22 | -3 | 3 | -4 | -17 | -7
23 | 1 | 3 | -2 | 2 | 6
24 | -3 | -4 | -5 | -12 | -7

# Other compounds
No. | mol | LEDGF integ inh | PRMT1 FP inh | MBD2 inh | ABHD4 inh | NPR2 activator
25 | O=C(N/N=C/c1ccc(O)cc1)/C(=C/c1ccc([N+](=O)[O-])cc1)NC(=O)c1ccccc1 | 0 | -2 | -5 | -11 | 1
26 | O=C(COc1ccc(Br)cc1)NCCNC(=O)c1ccncc1 | 2 | 3 | 7 | 0 | 9
27 | O=C(NC1(C(F)(F)F)N=C2SCCN2C1=O)C1CCCCC1 (stereo unspecified) | -2 | 8 | 0 | -1 | 8
28 | COc1ccc2c(c1)CSC(c1ccccc1)C2=O (stereo unspecified) | 11 | 53* | 7 | 2 | 2
29 | C1CCN(Cc2nnnn2C2CCCC2)CC1 | 3 | 4 | 1 | -10 | -1
30 | CCCCCC(=O)OCc1ccc(C2=CC(=O)CC(C)(C)C2=O)cc1 | 1 | -3 | 2 | -7 | -1
31 | Cc1cc(OCC(=O)NCc2cccnc2)c2c(C)c(C)c(=O)oc2c1 | -3 | -1 | -1 | 2 | -8
32 | CCCCCCn1c(N2CCCC2)nc2c1c(=O)[nH]c(=O)n2C | -1 | -4 | 4 | 14 | -4

No. | SIAE primary | rCAG binder | HTRA1 inh | TDP2 inh | TCR CD3 inh
25 | -14 | 22 | -13 | 10 | 5
26 | 1 | -2 | -2 | 8 | 1
27 | 0 | 27 | 5 | -6 | -1
28 | -11 | 12 | -13 | -3 | 4
29 | -4 | -2 | 7 | 3 | 2
30 | 2 | 2 | -17 | 10 | 1
31 | -2 | -1 | 0 | 6 | 1
32 | 3 | -7 | 1 | 8 | 3

# (list continues)
No. | mol | LEDGF integ inh | PRMT1 FP inh | MBD2 inh | ABHD4 inh | NPR2 activator
33 | O=C(NCc1cccc2[nH]ccc12)C1CCC(=O)N(CCc2ccc(Cl)cc2)C1 (stereo unspecified) | 4 | -1 | -4 | -7 | -2
34 | COC(=O)CN(c1cc(Cl)ccc1OC)S(=O)(=O)c1ccc(OC)c(OC)c1 | -3 | 1 | 1 | -3 | -4
35 | C=CCn1c(Cc2cccs2)nnc1SCC(=O)Nc1cc(OC)cc(OC)c1 | -1 | -3 | 0 | -8 | -24
36 | CCOc1ccccc1C(=O)NN1C(=O)CCC1=O | 2 | -3 | 0 | -9 | 0
37 | C[C@H]1CN([C@@H](C)CO)C(=O)Cc2cc(NC(=O)CCC(F)(F)F)ccc2O[C@H]1CN(C)S(=O)(=O)c1ccc(Cl)cc1 | 0 | -1 | -1 | 3 | -5
38 | CC1Cc2ccccc2N1C(=O)c1cnc2ccccn2c1=O (stereo unspecified) | -1 | -2 | 2 | -5 | 2
39 | Cc1ccc(C(=O)Nc2ccc(F)c(S(=O)(=O)N3CCOCC3)c2)s1 | 1 | 0 | -3 | -6 | 6
40 | CCOC(=O)N1CCN(Cc2ccccc2Cl)CC1 | 0 | -1 | 0 | 6 | 4

No. | SIAE primary | rCAG binder | HTRA1 inh | TDP2 inh | TCR CD3 inh
33 | 0 | -1 | -4 | 12 | 4
34 | -5 | -5 | 4 | 0 | -1
35 | 1 | -5 | -6 | -1 | 10
36 | 10 | -1 | 4 | -5 | 1
37 | 5 | -5 | -7 | -5 | 3
38 | 1 | 1 | 7 | 11 | 3
39 | 4 | 4 | -11 | 1 | 6
40 | 7 | -2 | 5 | 7 | 1

# Later entries
No. | mol | LEDGF integ inh | PRMT1 FP inh | MBD2 inh | ABHD4 inh | NPR2 activator
41 | CCCCc1nnc(NC(=O)C(C)Sc2nc(C)cc(=O)[nH]2)s1 (stereo unspecified) | -2 | 1 | -2 | -4 | 3
42 | COC(=O)[C@]1(C)N[C@H](CN(C)C(=O)NC(C)C)[C@@H]2C(=O)N(C)C(=O)[C@@H]21 | 2 | 2 | -4 | 4 | 2
43 | COC(=O)[C@]12C[C@H](CC(=O)N3CCSCC3)C(=O)N(Cc3ccc(Cl)cc3Cl)C1=C[C@H](C(C)(C)C)O[C@@H]2C | 9 | 2 | -5 | -9 | -11
44 | O=C(NCCC1=CCCCC1)C1CCC(CNc2c(N3CCCCC3)c(=O)c2=O)CC1 (stereo unspecified) | -2 | 1 | -2 | -1 | -3

No. | SIAE primary | rCAG binder | HTRA1 inh | TDP2 inh | TCR CD3 inh
41 | 6 | 5 | 0 | -4 | -1
42 | 3 | -1 | 4 | 7 | -8
43 | 7 | 8 | nt | -2 | nt
44 | 4 | -4 | -2 | -4 | 9

# In the list so far, these have an aryl thioether with sulfur outside any ring:
No. | mol | LEDGF integ inh | PRMT1 FP inh | MBD2 inh | ABHD4 inh | NPR2 activator
5 | COC(=O)CSc1nnc(SCc2ccc(Cl)cc2)s1 | 3 | 0 | -7 | -10 | -1
11 | CCCc1nc(SCC(=O)Nc2nnc(SCC)s2)c2c(=O)n(C)c(=O)n(C)c2n1 | 1 | 1 | 2 | -4 | -3
13 | Cc1cc(=O)[nH]c(SCC(=O)Nc2cc(S(=O)(=O)N3CCCC3)ccc2Cl)n1 | 0 | 2 | -3 | 2 | 5
15 | C=CCn1c(SCC(=O)Nc2c(C)n(C)n(-c3ccccc3)c2=O)nc2sc(C)c(-c3ccccc3)c2c1=O | 3 | 0 | 2 | -1 | -5
16 | O=c1cc(CSc2nnc(-c3ccco3)o2)c2ccccc2[nH]1 | 1 | 7 | 2 | 7 | 2
35 | C=CCn1c(Cc2cccs2)nnc1SCC(=O)Nc1cc(OC)cc(OC)c1 | -1 | -3 | 0 | -8 | -24
41 | CCCCc1nnc(NC(=O)C(C)Sc2nc(C)cc(=O)[nH]2)s1 (stereo unspecified) | -2 | 1 | -2 | -4 | 3

No. | SIAE primary | rCAG binder | HTRA1 inh | TDP2 inh | TCR CD3 inh
5 | -3 | -6 | -3 | 5 | -2
11 | -8 | 2 | 2 | 1 | 4
13 | 3 | 8 | 11 | 13 | -1
15 | 3 | -2 | 4 | -5 | -2
16 | -4 | 11 | 5 | -2 | -3
35 | 1 | -5 | -6 | -1 | 10
41 | 6 | 5 | 0 | -4 | -1
